# Compound activity as filed in PubChem BioAssay.
# IDE cell activ: IDE (human) activation, cell-based | P14735 | HEK cells, FAbeta-B cleavage, fluorescence polarization; 0% vehicle, 100% cell-free pure enzyme wells | activation, % at 5.96 µM | 340,000 tested, 0.073% active;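 active = activation above the mean of all tested compounds plus 3 SD, set per screening campaign, cut at about 17% in these data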
# Target sequence (P14735 whole entry, looked up): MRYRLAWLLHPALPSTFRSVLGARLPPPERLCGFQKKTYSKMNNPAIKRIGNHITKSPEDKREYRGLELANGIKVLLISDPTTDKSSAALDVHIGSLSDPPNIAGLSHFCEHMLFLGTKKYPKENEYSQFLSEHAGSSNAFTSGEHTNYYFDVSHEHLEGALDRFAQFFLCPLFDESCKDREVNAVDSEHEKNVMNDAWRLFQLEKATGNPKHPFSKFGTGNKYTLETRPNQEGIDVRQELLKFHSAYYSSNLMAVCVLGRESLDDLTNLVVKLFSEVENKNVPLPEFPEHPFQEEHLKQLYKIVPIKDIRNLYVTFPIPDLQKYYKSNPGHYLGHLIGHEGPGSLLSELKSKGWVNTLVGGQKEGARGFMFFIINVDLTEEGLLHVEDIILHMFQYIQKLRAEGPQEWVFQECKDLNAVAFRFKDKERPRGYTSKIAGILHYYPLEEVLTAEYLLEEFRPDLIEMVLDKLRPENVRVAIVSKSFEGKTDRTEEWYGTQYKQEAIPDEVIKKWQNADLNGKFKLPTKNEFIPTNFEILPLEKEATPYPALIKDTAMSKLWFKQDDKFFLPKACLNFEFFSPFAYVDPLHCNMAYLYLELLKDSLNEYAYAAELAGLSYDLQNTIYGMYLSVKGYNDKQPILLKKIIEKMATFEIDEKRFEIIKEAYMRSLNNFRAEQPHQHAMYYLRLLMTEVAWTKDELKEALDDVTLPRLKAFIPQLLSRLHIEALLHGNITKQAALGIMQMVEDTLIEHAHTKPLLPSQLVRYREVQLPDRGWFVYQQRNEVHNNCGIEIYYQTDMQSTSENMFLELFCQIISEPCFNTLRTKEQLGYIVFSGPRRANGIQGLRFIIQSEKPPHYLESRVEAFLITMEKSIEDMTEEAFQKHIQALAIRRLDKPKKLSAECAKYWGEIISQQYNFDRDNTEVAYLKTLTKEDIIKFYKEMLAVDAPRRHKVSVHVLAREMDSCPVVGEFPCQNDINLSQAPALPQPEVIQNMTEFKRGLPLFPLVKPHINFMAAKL
# IDE inh: inhibitors of human insulin-degrading enzyme in cells; AID 434962; 320,000 tested, 0.41% active; HEK cells, FAbetaB cleavage, fluorescence polarization; inhibition, % at 5.59 µM;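 active = percent inhibition above the average of all tested compounds plus 3 SD, set per screening campaign, cut at about 16% in these data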;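 also: IDE supplied by intact live HEK cells; FP after avidin binding of uncleaved biotin substrate so inhibition keeps polarization high; 0% = DMSO wells and 100% = 60 µM reference IDE inhibitor Ii1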
# MEKK3 PB1 HTS: modulators (inhibitors or enhancers) of MEK5 binding to human MEKK3 PB1 domain. Q99759. bead-based flow cytometry, Alexa488-MEK5 binding to MEKK3; actives lie on both sides; 0 = blocked by unlabeled MEK5, 100 = vehicle. binding response (% of control), % at 10 µM. 290,000 tested, 1.4% active;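 active = binding response more than 3 SD above or below the average of its plate-row segment, actives on both sides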;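 also: Alexa488 bead fluorescence after subtracting the streptavidin-only scavenger bead signal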
# SUMO HTRF inh: inhibitors of human SUMOylation (UBC9) | inhibition, % at 35 µM | HTRF SUMOylation assay, SAE1/SAE2 + UBC9, in vitro | AID 2006 | P63279 | 290,000 tested, 0.36% active; in the data active = inhibition above about 50%, passing the limit was not always enough; also: strong numbers were not always called active
# MEKK2 WT-MEK5: raises or lowers MEK5 binding to wildtype human MEKK2 PB1 domain; AID 1531; 290,000 tested, 1.1% active; binding response (% of control), % at 10 µM; bead flow cytometry, Alexa488-MEK5 binding to MEKK2 WT; actives lie on both sides; Q9Y2U5; in the data active = binding response below about 67% or above about 130%
# M18AAP inhibitor: blocks P. falciparum M18 aspartyl aminopeptidase; recombinant PfM18AAP, H-Glu-NHMec fluorogenic cleavage; 290,000 tested, 1.2% active; inhibition, % at 7.35 µM; AID 1822;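 active = inhibition above the campaign mean inhibition over all tested compounds plus 3 SD, cut at about 28% in these data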;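 also: 0% = plate median of test compound wells and 100% = 2 mM ZnCl2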
# NALP1 yeast inh: NALP1 inhibition; 280,000 tested, 0.61% active; inhibition, % at 10 µM; S. cerevisiae NALP1/ASC/caspase-1 growth, X-gal OD620, 72 h; in the data active = inhibition mostly above about 24%, no sharp cut-off; inactive = mostly below about 32%; also: some compounds called inactive have numbers as strong as hits
# MEKK2 mut-MEK5: signal of MEK5 binding to mutant human MEKK2 PB1 domain; AID 1530; 290,000 tested, 0.35% active; bead flow cytometry, Alexa488-MEK5 binding to MEKK2 mutant; percent response, % at 10 µM; in the data active = percent response above about 24%, passing the limit was not always enough; also: inactives centre near 1; some results filed as inactive read as strong as hits; reference of the scale not given here
# p-CIP stab down: compounds decreasing mouse p/CIP protein stability; F442A p/CIP-EGFP cells, EGFP fluorescence, 16 h; decrease of EGFP signal, % at 10 µM; 290,000 tested, 0.01% active;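 active = EGFP signal decrease of at least 30% at 10 µM or well 3 SD below plate mean, unless failing retest; inactive = the rest, including hits failing retest or dose response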; also: some compounds called inactive have numbers as strong as hits; many of its hits are not listed in these tables
# * marks the source's active call; other numbers are inactive results; · = not tested or not shown. Not all compounds are listed; rates above refer to the full screens.
SMILES,IDE cell activ,IDE inh,MEKK3 PB1 HTS,SUMO HTRF inh,MEKK2 WT-MEK5,M18AAP inhibitor,NALP1 yeast inh,MEKK2 mut-MEK5,p-CIP stab down
COC(=O)c1ccc(C2C(C(=O)OCC(C)C)=C(C)N=C3SCCC(=O)N32)cc1 (stereo not drawn),1,1,101,4,95,1,-5,-1,-16
Cc1ccccc1NC(=O)C1c2cccc[n+]2CC(=O)N1c1c(C)cccc1C (stereo not drawn),0,0,114,6,105,1,-1,6,-5
CCN(CC)C(=O)Cn1cnc2sc(C(=O)NCCCN3CCOCC3)c(C)c2c1=O,0,3,96,5,96,8,-11,4,-24
Cc1onc(-c2ccccc2Cl)c1C(=O)N(C)C1CCCCC1,-5,-4,105,-3,105,-1,-17,8,-10
COC(=O)CN1C(=S)N(c2ccccc2)C(=O)C1CC(=O)Nc1ccc(Cl)cc1 (stereo not drawn),-1,7,95,14,96,-8,35,-2,5
O=C(COc1ccc(Br)cc1Cl)NC1CCN(Cc2ccccc2)CC1,-2,7,105,-9,122,1,16,14,-3
Cc1cccc(OCC(=O)N2CCN(C(=O)c3ccco3)CC2)c1,9,5,99,8,97,4,5,-4,-21
OC(CNCc1cccnc1)COc1ccc2ccccc2c1 (stereo not drawn),2,·,103,8,113,0,8,11,-1
COCCNC(=S)N/N=C(\C)c1ccc(-n2ccnc2)cc1,-4,-3,101,7,103,-3,8,6,-14
O=C(CCc1nc(-c2ccccc2)no1)Nc1cc(C(F)(F)F)ccc1Cl,-7,5,98,12,97,-4,23,2,5
CCc1nc(N2CCN(CC(=O)NCC3CCCO3)CC2)c(C#N)c2c1COC(C)(C)C2 (stereo not drawn),-1,-6,100,7,99,-2,17,-3,1
O=C1c2ccccc2C(O)(Cc2ccccc2)N1CCCN1CCOCC1 (stereo not drawn),4,-3,83,7,82,3,-24,-7,-16
COc1ccc(S(=O)(=O)NCCc2cn3cccc(C)c3n2)cc1OC,0,-2,104,26,105,-10,30,5,-20
Cc1cc(NC(=O)CCC(=O)N(c2cccnc2)C(C(=O)NC2CCCC2)c2ccccc2F)no1 (stereo not drawn),·,0,95,19,95,-2,3,2,-11
O=C(CN1C(=O)C2C3C=CC(C3)C2C1=O)Nc1nc(-c2ccccn2)cs1 (stereo not drawn),-2,-4,95,6,101,-1,11,3,-14
COC(=O)[C@H](C)NC(=O)Nc1ccccc1F,4,4,94,9,100,-5,15,2,-8
CCOc1cc(/C=C2\SC(N3CCCCC3)=NC2=O)ccc1O,-12,6,101,-14,102,-3,17,-1,-12
COc1ccccc1NCCC#N,5,0,105,30,104,8,2,6,-11
Cc1noc(C)c1S(=O)(=O)N(CC(=O)Nc1ccc2c(c1)OCO2)c1ccc(C(C)C)cc1,7,6,113,-8,114,-3,27,3,0
Nc1c(Cl)c(Cl)nc(C(=O)OCC(=O)NC2CCCCC2)c1Cl,1,3,93,-15,96,5,9,2,-5
CC1(C)CC(=O)C2=C(C1)OC(N)=C(C#N)C21CCN(C(=O)OCc2ccccc2)CC1,-6,0,105,-3,99,-1,28,2,-2
O=C(NC(Cc1ccccc1)C(=O)N1CCCCCC1)c1ccccc1 (stereo not drawn),-2,·,100,-4,98,-2,3,0,-13
CCC(Oc1ccc(Cl)cc1)C(=O)N1CC(=O)Nc2ccccc21 (stereo not drawn),7,3,97,-22,97,7,11,-7,16
COc1ccc(NC(=O)CCNS(=O)(=O)c2ccc(Br)s2)cc1,3,-4,104,0,103,-7,10,4,1
COc1cc(/C=C2/C(=O)NN(c3cccc(F)c3)C2=O)ccc1OC(=O)c1ccco1,2,-6,102,1,99,14,0,-3,6

# Next entries.
SMILES,IDE cell activ,IDE inh,MEKK3 PB1 HTS,SUMO HTRF inh,MEKK2 WT-MEK5,M18AAP inhibitor,NALP1 yeast inh,MEKK2 mut-MEK5,p-CIP stab down
Cc1nc2ccccc2c(=O)n1/N=C/c1c(O)ccc2oc3c(c12)CCCC3,2,4,·,1,·,-2,10,·,2
CCc1ncc(/C=C2\C(=O)Nc3ccccc32)[nH]1,7,4,92,14,96,-14,7,-20,-26
CN(c1ccccc1)S(=O)(=O)c1cccc(C(=O)Nc2ccc3c(c2)CCC3)c1,-1,-2,102,-25,106,7,1,3,2
CN(C)c1nc(N(C)C)nc(N2CC(CCl)OC2=N)n1 (stereo not drawn),-1,5,100,1,90,2,-8,-11,-5
Cn1c(=O)c2c(nc(N3CCNCC3)n2Cc2cccc3ccccc23)n(C)c1=O,-1,3,106,-16,109,-6,-9,7,3
CCc1cccc2c(=O)c(C(=O)N3CCCCCC3)c[nH]c12,-1,2,102,12,105,-3,14,0,-1
COC(=O)c1c(F)c(F)c(NCCO)c(F)c1F,4,-2,97,2,97,12,6,-3,-2
C=CCNC(=O)N1CCC(c2nc3ccccc3s2)CC1,1,-1,96,-2,97,-12,6,-2,-2
COc1ccc2[nH]c(C)c(C(=O)CN3CCc4cc(OC)c(OC)cc4C3)c2c1,4,4,·,15,·,-14,0,·,8
N#CCCN/N=C(\Cc1nc2ccccc2[nH]1)c1ccccc1,6,2,97,3,93,2,-4,-7,8
Cc1noc(NS(=O)(=O)c2ccc(NC(=O)/C=C/c3ccc(C(C)C)cc3)cc2)c1C,-10,6,105,16,105,2,15,10,-4
Oc1c(Cl)cccc1C=Nc1cc(C(F)(F)F)ccc1N1CCCC1,0,2,·,10,·,-24,20,·,4
CCOC(=O)C1CCCN(C(=S)Nc2ccc(Nc3ccccc3)cc2)C1 (stereo not drawn),0,5,98,-7,97,12,-18,-2,-6
CCOc1nc(N(C)C)nc(-n2nnc(C(C)=O)c2C)n1,5,2,108,13,117,-4,2,7,1
FC(F)(F)c1cc(-c2ccccc2)nc(N2CCCCCC2)n1,3,0,104,-16,104,-10,3,2,8
O=c1cc(O)c(-c2cccc(C(F)(F)F)c2)c(Cl)[nH]1,2,2,101,7,100,-7,1,-10,-19
CC(=O)/C(=N\Nc1ccccc1)Sc1cccc2cccnc12,3,7,98,-5,95,31*,19,-3,0
O=C1CC(c2ccccc2)CC(O)=C1C=NCc1ccc(Cl)c(Cl)c1 (stereo not drawn),-4,2,·,-22,·,2,14,·,-4
CCOC(=O)C1CCCN(C(=O)CCCn2nnnc2CN2CCOCC2)C1 (stereo not drawn),2,·,102,-3,101,-1,5,-2,3
Cc1c(C(=O)OCC[N+]2(C)CCCCC2)oc2ccccc12,4,1,67,12,77,2,12,-12,-7
O=[N+]([O-])c1ccc(NC(=S)N2CCOCC2)cc1,5,6,85,10,92,8,16,-4,3
Cc1ccc(NC(=O)c2oc3ccc(S(=O)(=O)N4CCOCC4)cc3c2C)c(C)c1,-3,-1,104,26,101,3,3,14,14
O=c1c(Cl)c(NCC2CCCO2)cnn1C12CC3CC(CC(C3)C1)C2 (stereo not drawn),1,-2,97,16,100,0,-3,-1,-1
COc1ccc(C2=Nn3c(nnc3-c3cc(C)[nH]n3)SC2)cc1,2,4,102,14,102,1,-13,-3,3
CC(=O)N(c1ccccc1C)S(=O)(=O)c1ccc(Cl)cc1,-4,6,96,-11,96,2,-5,2,7

# Other compounds.
SMILES,IDE cell activ,IDE inh,MEKK3 PB1 HTS,SUMO HTRF inh,MEKK2 WT-MEK5,M18AAP inhibitor,NALP1 yeast inh,MEKK2 mut-MEK5,p-CIP stab down
CN1C(=O)c2ccc(C(=O)NC3CCCCC3)cc2C1=O,0,2,96,15,100,-7,19,-2,-2
COc1ccc(CCNC(=O)COc2nncc3ccccc23)cc1,2,-5,96,6,95,-1,6,-5,20
CCCc1nc2ccccc2c(=O)n1/N=C/c1ccccc1O,2,4,95,16,94,0,4,-5,8
COc1ccc(CC(=O)NCCN2CCOCC2)cc1,2,4,102,2,105,-3,8,2,5
CCc1ccc2[nH]c(=O)c(CN(CCN(C)C)C(=O)Nc3ccccc3)cc2c1,1,2,105,12,113,2,10,4,-5
O=C(/C(=N\O)n1cncn1)c1ccc(Cl)cc1Cl,-3,-1,99,0,94,1,27,-3,-5
CCCCCC(O)(c1ccccc1)C(CN1CCOCC1)c1ccccc1 (stereo not drawn),4,·,111,-19,109,-2,9,9,-4
O=C(/C=C(\c1ccccc1)n1cncn1)c1ccccc1,5,6,93,3,97,23,34,-2,-4
CC(C)c1cccc(C(C)C)c1NC(=O)CNCC(O)c1ccccc1 (stereo not drawn),-1,0,100,4,107,3,-6,3,4
COc1ccc(C(C)(C)C)cc1NC(=O)COC(=O)c1ccc([N+](=O)[O-])o1,6,-5,102,-28,95,-6,5,-3,0
NC(=O)CC(NC(=O)c1ccccc1)c1ccc(NCCCN2CCCC2=O)c([N+](=O)[O-])c1 (stereo not drawn),-1,8,98,-4,104,3,19,-4,10
CN1C(=O)OC(C)(CCc2ccccc2)C1(C)O (stereo not drawn),2,1,100,8,108,4,14,3,3
Cc1ccc2c(c1)c(-c1ccccc1)nc1nnnn12,5,-1,105,11,104,3,-12,1,-7
CNC(=O)c1cc2c(=O)n3cccc(C)c3nc2n(C(C)C)c1=N,1,7,98,31,99,9,5,-2,-19
O=C(CSc1nc2c(c(=O)[nH]1)CCC2)Nc1ccc(F)cc1,0,6,96,-8,98,1,10,-4,9
O=C(NCc1ccccc1)N1CCC(CO)(CCc2ccccc2)CC1,4,2,99,2,102,4,-9,0,1
Cc1nc2ccccc2n1C1CC(=O)N(Cc2ccccc2)C1=O (stereo not drawn),-4,1,100,13,103,-1,-2,-1,-15
CC1CCN(c2ccc([N+](=O)[O-])cc2C(=O)O)CC1,-1,1,102,-6,107,4,37,2,19
COc1ccc(CC(NC(=O)c2ccccc2)C(=O)NCC(=O)O)cc1 (stereo not drawn),1,-2,103,23,106,1,-12,8,-10
Cn1c(SCC(=O)Nc2ccc(N3CCOCC3)c(Cl)c2)nnc1-c1ccccc1,·,4,100,·,98,-8,·,6,·
COc1ccc(NC(=O)c2ccco2)cc1NC(=O)COc1ccccc1[N+](=O)[O-],0,-7,100,30,104,-12,18,7,-8
Cc1c(OC(C)C(=O)NCCN2CCOCC2)ccc2c3c(c(=O)oc12)CCCC3 (stereo not drawn),-4,5,106,22,109,0,-6,10,-6
COc1ccc(Cc2nn3c(-c4ccccc4Br)nnc3s2)cc1,5,-6,99,13,96,2,9,1,5
O=C(CN(c1ccccc1F)S(=O)(=O)c1ccccc1)NC1CCCCCC1,1,3,100,3,96,-14,1,1,-10
C=C(C)COc1ccc(-c2nc(N)ncc2-c2ccc(OC)cc2)c(O)c1,·,·,87,-26,87,3,5,-11,-2
C/C(=N/N=C/c1ccccc1O)c1ccccc1O,1,-6,107,34,99,-5,28,5,-5
CCN(CC)C(=O)c1sc(NC(=O)c2ccoc2C)c(C(=O)OC)c1C,1,4,101,-6,101,-10,-6,4,0
O=C(CCCNC(=O)c1ccc(Cl)cc1)Nc1ccccc1F,-5,0,105,-1,102,1,-21,0,-10

# Exported with each value named: part of the list above.
compound: CCc1ccc2[nH]c(=O)c(CN(CCN(C)C)C(=O)Nc3ccccc3)cc2c1
  IDE cell activ = 1
  IDE inh = 2
  MEKK3 PB1 HTS = 105
  SUMO HTRF inh = 12
  MEKK2 WT-MEK5 = 113
  M18AAP inhibitor = 2
  NALP1 yeast inh = 10
  MEKK2 mut-MEK5 = 4
  p-CIP stab down = -5

compound: COc1ccc(CC(=O)NCCN2CCOCC2)cc1
  IDE cell activ = 2
  IDE inh = 4
  MEKK3 PB1 HTS = 102
  SUMO HTRF inh = 2
  MEKK2 WT-MEK5 = 105
  M18AAP inhibitor = -3
  NALP1 yeast inh = 8
  MEKK2 mut-MEK5 = 2
  p-CIP stab down = 5

compound: O=C(CCCNC(=O)c1ccc(Cl)cc1)Nc1ccccc1F
  IDE cell activ = -5
  IDE inh = 0
  MEKK3 PB1 HTS = 105
  SUMO HTRF inh = -1
  MEKK2 WT-MEK5 = 102
  M18AAP inhibitor = 1
  NALP1 yeast inh = -21
  MEKK2 mut-MEK5 = 0
  p-CIP stab down = -10
